Menin-MLL TR inh: inhibitors of human menin-MLL interaction, mutant MLL peptide; Potency, µM (titrated, usually from 61.6 µM), for inactives: at the top dose FP activity change, negative = inhibition, usual class: inhibitors; actives 0.23% (n = 270,000); AID 1768; Menin + Texas Red MLL mutant peptide, fluorescence polarization; active means well fitted inhibition curve with a large enough effect in the polarisation, with a control signal flat, not every such curve was filed as active; inconclusive means small, poorly fitted or top-dose-only effect, or effect the other way, or a change in a side signal; inactive means no such curve, though single readings can be large or run the other way; the % refers to the polarisation; further: potency means the concentration at half of the fitted maximal effect; % of control where 0% means no effect; many of its hits are not listed in these tables
Coupling enz: counter-screen for Giardia aldolase inhibitors: coupling enzyme system. actives 0.67% (n = 290,000). AID 2472. activity change, negative = inhibition, % at 58.2 µM, hits read low. coupling enzyme system counterscreen, AmpLite Red fluorescence; in the data active means activity change below about -30%; further: on the % scale 0 is the no-effect control and ±100 the full control effect
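Compounds tested against the coupling enzymes alone at 57.5 uM final; readout was AmpLite Red fluorescence (525/598 nm) after 20 min at RT.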
CXXC DNA block: inhibitors of human MLL CXXC domain-DNA interaction; Q03164; MLL-CXXC / FITC-HOXA9 DNA fluorescence polarization; Potency, µM (doses to about 115 µM), without a hit: at the highest dose activity change, negative = inhibition, hits mostly inhibitors; actives 0.037% (n = 290,000); active means well fitted inhibition curve with a large enough effect in the polarisation, with a control signal flat, not every such curve was filed as active; inconclusive means small, poorly fitted or top-dose-only effect, or effect the other way, or a change in a side signal; inactive means no such curve, though single readings can be large or run the other way; the % refers to the polarisation; further: potency means the concentration at half of the fitted maximal effect
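Fluorescence polarization: 7 uM MLL-CXXC (stock) preincubated 5 min with compounds, then 50 nM fluorescein-HOX-A9 DNA (stock) added; 30 min ambient. Buffer 50 mM Tris-HCl pH 7.5, 50 mM NaCl, 1 mM DTT, 0.05% BSA.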
PKM2 act: PKM2 (human) enzyme activation | purified PKM2, Kinase-Glo ATP luminescence, activation; response scale: 0% is enzyme alone, no compound | P14618 | Potency, µM (highest dose often 57.5 µM), for inactives: at the top dose activation, usual class: activators | actives 0.34% (n = 260,000) | AID 1631; further: potency means the concentration at half of the fitted maximal effect; on the % scale 0 is the no-effect control and ±100 the full control effect; nearly all actives have a fitted effect of over 55% in size
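Kinase-Glo luminescence reports ATP generated from ADP (0.1 mM) and PEP (0.5 mM) by purified hPK-M2 after 1 h at room temperature, pH 7.2 imidazole buffer; intermediate enzyme activity allows detecting inhibitors and activators.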
Giardia killer: Giardia lamblia killing; Giardia lamblia trophozoite viability; activity change, % at 7.66 µM, hits read low; actives 0.15% (n = 340,000); in the data active means activity change below about -80%; inconclusive means between about -30% and that limit;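 further: parasites exposed to compound for two days anaerobically before the ATP read; on the % scale 0 is the no-effect control and ±100 the full control effect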
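Media and compound were dispensed first, then trophozoites at 100 cells/well; plates sat 48 hrs at 37 deg C without oxygen before ATP luminescence reagent was added and read after 15-30 min at room temperature.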
USP2a inh: inhibitors of human ubiquitin-specific protease USP2a | USP2 core, Ub-CHOP2 coupled fluorogenic reporter, 485/531 | Potency, µM (titrated, usually from 38.3 µM), for inactives: at the highest dose activity change, negative = inhibition, hits mostly inhibitors | actives 0.01% (n = 330,000);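 further: potency means the concentration at half of the fitted maximal effect; plate controls were DMSO wells for no effect and full inhibition by NEM control for full effect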
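Cell-free coupled assay: 10nM USP2 core preincubated 30min RT with compound in Tris-HCl pH 8.0/CaCl2/CHAPS buffer, then 25nM Ub-CHOP2 and 25nM reporter substrate; fluorescence (Ex 485/Em 531) read after 60min RT, normalized to NEM inhibition, concentration-response curves fitted.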
TRPV1 agonist: agonists of human vanilloid receptor 1 (TRPV1) | Q8NER1 | TRPV1-expressing cells, Fluo-8 calcium influx, agonist mode | activation, % at 8.33 µM | actives 0.19% (n = 320,000); in the data active means activation above about 80%; inconclusive means between about 30% and that limit; further: 0% is about no effect
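TRPV1-expressing cells were cultured overnight at 35.5C and loaded with Fluo-8 calcium dye for 40 to 90 min at room temperature. After a 10 s baseline, compound was added and calcium influx was read kinetically for 3 min (ex 480/em 520 nm).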
hERG WT inh: inhibitors of human wildtype KCNH2 potassium channel. U2OS, BacMam KCNH2, thallium flux FluxOr; stronger effect = lower value. activity change, % at 1.84 µM. actives 0.37% (n = 340,000). Q12809;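 active means maximum activity change below -70%; inconclusive means maximum activity change between -70% and -50%; inactive means maximum activity change above -50%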; further: on the % scale 0 is the no-effect control and ±100 the full control effect
Target sequence (Q12809 whole entry, looked up): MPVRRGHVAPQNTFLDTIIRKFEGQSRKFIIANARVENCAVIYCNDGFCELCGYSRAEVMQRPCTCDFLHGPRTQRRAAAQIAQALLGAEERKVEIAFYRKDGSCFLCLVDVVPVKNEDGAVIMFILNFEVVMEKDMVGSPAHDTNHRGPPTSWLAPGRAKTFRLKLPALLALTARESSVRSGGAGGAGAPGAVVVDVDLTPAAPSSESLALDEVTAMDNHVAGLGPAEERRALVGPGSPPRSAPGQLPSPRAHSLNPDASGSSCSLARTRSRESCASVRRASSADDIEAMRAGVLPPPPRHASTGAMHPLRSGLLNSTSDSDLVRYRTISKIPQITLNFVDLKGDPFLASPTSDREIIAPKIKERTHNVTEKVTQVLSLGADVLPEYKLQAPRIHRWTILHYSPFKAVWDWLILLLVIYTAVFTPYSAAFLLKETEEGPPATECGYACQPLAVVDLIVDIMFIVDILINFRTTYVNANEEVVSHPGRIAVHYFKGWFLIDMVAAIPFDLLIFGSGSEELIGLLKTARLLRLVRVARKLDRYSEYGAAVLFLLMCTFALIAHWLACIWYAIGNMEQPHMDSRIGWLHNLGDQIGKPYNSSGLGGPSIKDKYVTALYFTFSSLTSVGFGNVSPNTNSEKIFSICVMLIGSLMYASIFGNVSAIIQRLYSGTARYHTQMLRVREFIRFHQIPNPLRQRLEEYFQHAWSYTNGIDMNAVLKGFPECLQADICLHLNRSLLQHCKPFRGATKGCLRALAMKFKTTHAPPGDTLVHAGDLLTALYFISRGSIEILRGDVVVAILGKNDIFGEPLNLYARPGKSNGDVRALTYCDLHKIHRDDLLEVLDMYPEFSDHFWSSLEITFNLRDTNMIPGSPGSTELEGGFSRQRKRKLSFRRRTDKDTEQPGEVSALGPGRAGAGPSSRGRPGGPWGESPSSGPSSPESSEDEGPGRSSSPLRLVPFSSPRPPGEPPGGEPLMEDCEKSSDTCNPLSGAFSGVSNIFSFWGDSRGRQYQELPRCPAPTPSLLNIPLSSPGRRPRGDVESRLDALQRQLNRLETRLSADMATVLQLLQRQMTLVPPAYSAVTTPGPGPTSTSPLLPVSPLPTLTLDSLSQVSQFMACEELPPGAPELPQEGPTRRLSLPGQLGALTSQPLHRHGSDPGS
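U2OS cells were transduced with wild-type KCNH2 virus (2.03 x 10^8 / mL) for 4 h at room temperature, then cultured overnight at 37 C. Thallium flux was read with FluxOr dye. Rate constants were normalized to DMSO controls.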
B2AR arrestin: beta2AR (human) beta-arrestin recruitment activity; beta-arrestin recruitment to beta2AR, cell-based reporter; actives 0.02% (n = 330,000); P07550; Potency, µM (titrated, usually from 46.1 µM), for inactives: at the top dose activation, hits mostly activators;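 further: potency means the concentration at half of the fitted maximal effect; 0% = DMSO controls and full agonism = EC100 isoproterenol or metaproterenol; nearly all actives have a fitted effect of over 65% in size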
GALK inhibitor: galactokinase (human) inhibition; P51570; actives 0.007% (n = 270,000); AID 1868; Purified GALK, Kinase-Glo residual ATP luminescence; Potency, µM (top dose mostly 57.5 µM), inactives show at the highest dose activity change, negative = inhibition, actives largely listed as inhibitors; further: potency means the concentration at half of the fitted maximal effect; on the % scale 0 is the no-effect control and ±100 the full control effect
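ATP-depletion format; final 35 uM ATP, 100 uM D-galactose, 5 nM enzyme; pH 8.0 HEPES/Mg2+ buffer; 60 min RT; luminescence read 10 min after detection reagent.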
KCNH2 3.1 inh: KCNH2 3.1 (human) potassium channel inhibition; AID 720553; activity change, % (tested at about 1.8 µM); actives 0.95% (n = 340,000); U2OS KCNH2 3.1, thallium flux FluxOr; stronger effect = lower value;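 active means maximum activity change below -70%; inconclusive means maximum activity change from -70% to -50%; inactive means maximum activity change above -50%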;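 further: thallium influx rate constant from kinetic fluorescence after stimulation buffer; on the % scale 0 is the no-effect control and ±100 the full control effect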
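U2OS cells transduced with KCNH2 3.1 mutant virus (1.77 x 10^8 /mL, 4 h), plated overnight at 37 C, loaded 45 min with FluxOr dye plus Red40 quencher. Thallium flux rate constant from kinetic reads after stimulation buffer, normalised to controls.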
Active calls of the source: *; ? = inconclusive; nt = not tested or not shown; [ ] = remark or other dose. Unless noted, the call rests on the fitted dose curve; in most records, active means well fitted curve in the direction sought with a large enough effect; inconclusive means small, poorly fitted or top-dose-only effect, or another doubt; inactive means no such curve, though single readings can be large; an effect the other way counts as inactive or inconclusive. These rows are one share of the data; the hit share may differ from the screen's.

SMILES | Menin-MLL TR inh | Coupling enz | CXXC DNA block | PKM2 act | Giardia killer | USP2a inh | TRPV1 agonist | hERG WT inh | B2AR arrestin | GALK inhibitor | KCNH2 3.1 inh
CN(C)CCNC(=O)c1nn(C)c2c1CCc1ccccc1-2 | 1% | -2 | 17% | nt | 11 | 4% | -2 | -9 | 0.7% | 1% | -10
Cc1[nH]c2ccccc2c1SCC(=O)Nc1nccs1 | -22% | -7 | -9% | -25% | -4 | -1% | 1 | 13 | 0.1% | 4% | 14
CC(=O)Nc1ccc(N/C(C)=C/C(=O)c2cccnc2)cc1 | -4% | -2 | 1% | -1% | 5 | 4% | 1 | -2 | -0.4% | 2% | 1
CSCC[C@H](NC(=O)NCc1ccc(F)cc1)C(=O)O | -7% | 4 | -14% | -4% | 1 | 1% | -2 | 18 | -0.6% | 6% | 6
CCOC(=O)c1c(NC(=O)COC(=O)c2ccccn2)sc(C)c1C | nt | nt | nt | nt | -10 | 1% | -3 | 1 | -1.6% | nt | -10
O=C(NCc1ccc(F)cc1)c1c2c(nc3ccccc13)CCC2 | ? | -2 | 6% | -1% | -13 | 0% | 1 | 0 | 0.0% | 0% | 0
Cc1ccc(S(=O)(=O)N2CCN(c3nc(C(C)C)c4c(c3C#N)CC(C)(C)OC4)CC2)cc1 | -7% | -3 | -13% | -1% | -15 | -1% | 13 | 20 | -0.1% | 2% | -17
COc1ccc(C(=O)N/C(=C\c2cn(S(=O)(=O)N(C)C)c3ccccc23)C(=O)NCCCn2ccnc2)cc1 | nt | nt | 1% | nt | -9 | 2% | -3 | -7 | 0.4% | 0% | 10
CC(C)(C)c1ccc(C(=O)NCCC(=O)NCc2ccco2)cc1 | ? | -2 | 3% | 13% | -16 | -10% | 25 | -9 | 0.2% | -1% | 11
NC1=NC(=O)C(Cc2cccc(Cl)c2)S1 (stereo not given) | 10% | 1 | -8% | -1% | -3 | 2% | -1 | 1 | 0.0% | 1% | -4
CCCCC(=O)NCc1ccccc1Cl | -4% | 5 | 3% | 8% | -5 | 1% | 2 | 2 | -0.9% | -3% | 4
Cc1ccc(C(=O)OCC(=O)NCCC2=CCCCC2)s1 | -15% | 3 | 4% | -3% | 23 | 0% | 1 | -9 | -0.2% | 0% | 5
Cc1cccc(-[n+]2c(-c3cccc(Br)c3)[nH]c3nc4ccccc4nc32)c1 | nt | -9 | -8% | -6% | 19 | 3% | -1 | -3 | -0.7% | 0% | -4
Cc1nc2ccc(NS(=O)(=O)c3ccc(F)cc3F)cc2s1 | nt | nt | nt | nt | -9 | 1% | 1 | -15 | -0.1% | nt | -42
Cc1nnc(C)c2c(C)n(C(C)c3ccccc3)c(C)c12 (stereo not given) | -20% | -33* | 8% | 27% | 12 | -3% | -2 | -5 | 0.1% | 2% | 8
CC(=O)N1CCc2[nH]c3ccc(C)cc3c2C1 | 4% | -2 | 5% | -1% | -19 | 6% | 10 | 3 | -1.1% | -5% | -1
CC(=O)c1cccc(NC(=O)C(C)OC(=O)c2ccc(-n3cnnn3)cc2)c1 (stereo not given) | nt | nt | nt | nt | 0 | 2% | -3 | 2 | -0.2% | nt | -3
O=C(CSc1ccc(-c2ccccn2)nn1)N1CCCC1 | -10% | 0 | 3% | 5% | -4 | 1% | 1 | -10 | 0.2% | -3% | -8
CS(=O)(=O)N(CC(=O)N1CCCCC1)c1ccc2c(c1)OCO2 | 10% | 0 | 11% | 0% | -3 | -2% | -1 | 12 | -0.2% | 2% | 20
COC(=O)CSc1nnc(CNC(=O)c2ccccc2F)n1-c1ccc(F)cc1 | -11% | -1 | 4% | -2% | -7 | 0% | 0 | -3 | 0.1% | 5% | -7
C=CCN(c1ccccc1)S(=O)(=O)c1ccc(Cl)c(C(=O)OCC(=O)c2[nH]c(C)c(C(C)=O)c2C)c1 | 22% | 0 | 6% | -5% | 4 | -5% | ? | 2 | 0.2% | 2% | -3
Cc1ccc(C(=O)c2ccc(O)cc2)cc1C | -5% | -2 | 3% | 0% | 4 | 1% | 23 | 1 | 0.0% | -1% | -6
O=C(c1nc2ccc(Cl)cn2c1CN1CCC(O)CC1)N1CCc2ccccc2C1 | nt | nt | 5% | 0% | -2 | 0% | 2 | 21 | -0.3% | -4% | -4
O=C(O)CSc1ncnc2sc3c(c12)CCCC3 | 11% | 21 | -3% | -14% | -10 | -4% | 1 | -4 | -0.5% | 5% | -7
Cc1ccc(S(=O)(=O)N2CCN(C(=O)C3CCCCC3)CC2)cc1 | -4% | 1 | 6% | 0% | 0 | 1% | 7 | 8 | 0.1% | 0% | 8
New compounds follow.
SMILES | Menin-MLL TR inh | Coupling enz | CXXC DNA block | PKM2 act | Giardia killer | USP2a inh | TRPV1 agonist | hERG WT inh | B2AR arrestin | GALK inhibitor | KCNH2 3.1 inh
COc1ccc(NC(=O)CSCC(=O)N(C)Cc2cccc(OC)c2OC)cc1 | nt | nt | nt | nt | 11 | -1% | -1 | 4 | -0.5% | nt | 4
COc1cccc(-c2ccc(C#N)c(=O)[nH]2)c1 | -3% | 1 | -2% | -2% | -11 | 2% | -1 | -11 | -0.5% | 0% | -32
O=C(Nc1ncccc1O)c1cccc(S(=O)(=O)N2CCCc3ccccc32)c1 | nt | nt | nt | nt | -2 | 0% | -2 | 9 | -1.8% | nt | 5
Cn1c(=O)c2c(SCC(=O)c3ccccc3)nc(C3CC3)nc2n(C)c1=O | -3% | 0 | 5% | 3% | -12 | 1% | 1 | -7 | -0.1% | 1% | -7
Cc1ccc(CNC(=O)Cc2ccc(-c3ccccc3)cc2)cc1 | ? | -3 | -7% | -11% | 9 | -1% | 5 | -5 | 0.0% | 5% | -18
O=C(/C=C/c1cccc(C(F)(F)F)c1)NNC(=O)c1ccncc1 | nt | nt | nt | nt | -17 | 0% | 2 | 10 | -0.1% | nt | 14
Cc1ccc(OCCOc2cccc(Br)c2)c([N+](=O)[O-])n1 | 33%[activator] | 2 | 17% | -3% | -1 | 2% | ? | 1 | -0.5% | 0% | 7
COc1ccc(OC)c(/C=C/C(=O)c2ccc3c(c2)OCO3)c1 | nt | nt | nt | nt | ? | -2% | 25 | 3 | -1.3% | nt | 9
O=C1c2cccc3cc([N+](=O)[O-])cc(c23)C(=O)N1CCN1CCCC1 | -12% | 0 | ? | -3% | -20 | 15% | -1 | 5 | -0.7% | -4% | -8
O=C(Nc1ccccc1C(=O)NC(Cc1c[nH]c2ccccc12)C(=O)O)c1ccco1 (stereo not given) | 15% | 9 | -8% | 13% | -2 | -1% | -1 | 0 | 0.4% | 2% | -8
Cc1ccc(Sc2ccc(N)cn2)cc1 | nt | -1 | -1% | 2% | 14 | 1% | nt | 0 | 0.3% | -5% | 20
CCOc1ccc(NC(=O)CN(C)C(=O)COc2cccc(CC)c2)cc1OCC | nt | nt | nt | nt | -14 | 0% | 0 | 24 | 0.0% | nt | -18
Cn1cc(/C=C(\C#N)C(=O)Nc2ccccc2O)c2ccccc21 | ? | -2 | ? | nt | 9 | 28% | ? | -3 | 0.5% | -5% | 8
CN(Cc1ccccc1)C(=O)COC(=O)CCNC(=O)c1ccccc1Cl | 7% | 2 | -5% | -8% | -2 | 3% | 2 | 4 | -0.1% | 4% | 3
CCCc1nnc(SCC(=O)N2C(C)CCCC2C)n1CCCOC (stereo not given) | 10% | 1 | 18% | 2% | 6 | 3% | 3 | -1 | -0.8% | nt | 11
CC(C)c1ccc(C(=O)Nc2nnc(S(=O)(=O)N3CCOCC3)s2)cc1 | nt | nt | 37%[activator] | nt | ? | 2% | ? | 1 | -0.7% | -9% | 6
COc1ccc(C2CC(c3ccccc3)=NN2C(=O)COC(=O)c2cccnc2Cl)cc1 (stereo not given) | 1% | -6 | 1% | -14% | -5 | -17% | -3 | -1 | 4.6% | 0% | -22
O=C(N/N=C/C=C/c1ccccc1)c1cnccn1 | 0% | 2 | -2% | -7% | 4 | 0% | 11 | -2 | -0.9% | 4% | 0
Cc1ccc(CSc2nnc(-c3cccc(S(=O)(=O)N4CCOCC4)c3)n2C2CCCC2)cc1 | -16% | 0 | 1% | -5% | 1 | -9% | 2 | -10 | 0.7% | -3% | -5
COc1nc2ccc(C)cc2cc1-c1noc(-c2cccnc2)n1 | -25% | 2 | -4% | 6% | -2 | 1% | nt | -11 | -0.1% | 0% | -5
CCOC(=O)N1CCC(NS(=O)(=O)c2ccccc2)CC1 | nt | 3 | 1% | 23% | 11 | 1% | -5 | 3 | 0.4% | -1% | 7
O=C(O)CCC(=O)N1CCc2cc(S(=O)(=O)NCc3ccc(Cl)cc3)ccc21 | nt | nt | 6% | nt | -11 | -2% | 3 | -4 | 0.3% | -1% | -3
Cc1cc(C)n(-c2nnc(C)c(=O)[nH]2)n1 | -5% | -1 | -3% | -3% | 14 | 2% | 1 | 1 | 4.7% | 3% | 5
